Screening results from PubChem BioAssay.
Hsp70 activator: Hsp70 transcriptional activators, primary screen, cell-based, HeLa, Hsp70 promoter luciferase, luminescence, 10 µM | 200,000 compounds, 0.04% hits | HeLa Hsp70 promoter luciferase reporter; scaled: vehicle 0, proteasome-inhibitor control 100% | activation, % at 10 µM;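 active = activation above the mean across all tested compounds plus 3 SD, cutoff set per campaign, cut at about 5.5% in these data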;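 also: 100% = MG132 at 30 µM as the positive control and 0% = DMSO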
HMGR II inh: inhibitors of E. faecalis class II HMGR, primary screen, biochemical, Enterococcus faecalis; inhibition, % at 10 µM; HMG-CoA reductase (Enterococcus faecalis, mvaE); AID 1066, 2008; purified E. faecalis HMGR, NADPH absorbance 340 nm kinetic; 190,000 compounds, 0.41% hits;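 active = inhibition above a set limit, the median over all tested compounds plus 3 SD, cut at about 9.5% in these data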;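 also: enzyme runs in reverse so mevalonate oxidation gives rising NADPH absorbance; 0% = complete reaction with DMSO and 100% = background rate lacking mevalonate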
L major viab: Leishmania major promastigote growth inhibition, primary screen. Leishmania major promastigotes, resazurin fluorescence viability. inhibition, % at 10 µM. 200,000 compounds, 9% hits; in the data active = inhibition above about 50%;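 also: promastigotes grown with compound for 44 hours at 28 °C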
S1P3 antagonist: S1P3 receptor antagonists, primary screen, cell-based | inhibition, % at 4.98 µM | CHO S1P3 NFAT-BLA reporter, FRET fluorescence, antagonist mode | 170,000 compounds, 0.27% hits | AID 485, 2006 | Sphingosine 1-phosphate receptor 3 (Homo sapiens), Q99500;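 active = inhibition above the plate cutoff, the mean inhibition of test wells on that plate plus 3 SD, cut at about 28% in these data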;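 also: cells challenged with S1P at its EC80 of 0.8 µM; blue over green emission ratio from cleaved BLA substrate after 4 h stimulation; 0% = S1P-stimulated wells and 100% = unstimulated DMSO-only wells; some compounds past the cut are filed as inactive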
PMI act: activators of human PMI, primary screen, biochemical, fluorescence intensity, near-Km mannose 6-phosphate. activation factor at 20 µM. purified human PMI, coupled resazurin fluorescence, 20 min; hits give high values; 1 = vehicle control, 0 substrate-free wells. 190,000 compounds, 0.005% hits;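 active = activation factor of 2 or more at 20 µM, relative to plate controls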
Target sequence (P34949 whole entry, looked up): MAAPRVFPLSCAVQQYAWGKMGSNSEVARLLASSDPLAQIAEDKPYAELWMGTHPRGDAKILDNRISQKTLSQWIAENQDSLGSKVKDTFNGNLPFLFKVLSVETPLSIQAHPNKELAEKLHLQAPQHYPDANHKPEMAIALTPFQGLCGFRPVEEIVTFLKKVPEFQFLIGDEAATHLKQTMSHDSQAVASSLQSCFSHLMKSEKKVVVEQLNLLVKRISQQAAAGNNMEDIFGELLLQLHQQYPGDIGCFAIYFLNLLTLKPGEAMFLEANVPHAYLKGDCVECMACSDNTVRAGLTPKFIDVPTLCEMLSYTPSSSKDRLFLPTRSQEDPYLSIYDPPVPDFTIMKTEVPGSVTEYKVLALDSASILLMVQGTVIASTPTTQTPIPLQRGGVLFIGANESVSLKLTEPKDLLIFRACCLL
RAM network inh: inhibitors of the yeast RAM network, primary screen, dse1pr::URA3 reporter, 5-FOA selection; S. cerevisiae dse1pr::URA3 reporter, 5-FOA growth OD615, 2 d; analog-sensitive cbk1-as2 kinase mutant strain; inhibition, % at 50 µM; 190,000 compounds, 1.8% hits; AID 868, 2007;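 active = inhibition above a set limit, 3 SD over mean compound inhibition, cut at about 8.4% in these data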;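 also: 0% = DMSO-only wells with no growth and 100% = 10 µM 1-NA-PP1 full growth; inhibition rescues growth on 5-FOA so higher OD means more RAM inhibition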
DTT redox prof: compounds producing H2O2 with reducing agent – biochemical, NIH compound library profiling, artefact control for MLSCN library redox annotation, primary screen; DTT-dependent redox cycling H2O2, phenol red/HRP absorbance; 100% = 100 µM peroxide control, 0% = buffer; activation, % at 10 µM; 200,000 compounds, 0.03% hits; AID 878, 2007;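 active = activation of at least 50% relative to the plate's high and low controls in the primary single-dose screen; inactive = activation below 50%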;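 also: compound incubated with DTT at 0.8 mM final as the reducing agent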
PMI act hi M6P: human PMI activators, high substrate, primary screen, biochemical, fluorescence intensity, near-saturating mannose 6-phosphate; coupled PMI enzyme assay, resazurin fluorescence, 20 min; hits give high values; 1 = untreated enzyme, 0 = substrate-free blank; activation factor at 20 µM; 190,000 compounds, 0.34% hits; AID 1216, 2008;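 active = activation factor of 2 or more at 20 µM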
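Test system: human PMI in coupled enzyme assay; Input: PMI at 15 ng/mL final; Medium: HEPES buffer, pH 7.4; Schedule: 20 min incubation at room temperature; Technique: resorufin fluorescence at Ex 544/Em 590 nm; Compound: 20 µM single dose; Probe or stimulus: Near-saturating mannose-6-phosphate, 1.0 mM.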
TNAP inh hi DEA: human TNAP enzyme inhibitors, primary screen, biochemical, luminescent, high phosphate acceptor level, uHTS | Alkaline phosphatase, tissue-nonspecific isozyme (Homo sapiens), P05186 | 200,000 compounds, 0.03% hits | purified TNAP, CDP-star luminescence, 1 M DEA | inhibition, % at 20 µM;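 active = over 50% inhibition of tissue-nonspecific alkaline phosphatase at 20 µM in the single-dose screen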;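 also: plate controls were DMSO wells for no effect and EDTA-quenched wells as full inhibition for full effect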
Target sequence (P05186 whole entry, looked up): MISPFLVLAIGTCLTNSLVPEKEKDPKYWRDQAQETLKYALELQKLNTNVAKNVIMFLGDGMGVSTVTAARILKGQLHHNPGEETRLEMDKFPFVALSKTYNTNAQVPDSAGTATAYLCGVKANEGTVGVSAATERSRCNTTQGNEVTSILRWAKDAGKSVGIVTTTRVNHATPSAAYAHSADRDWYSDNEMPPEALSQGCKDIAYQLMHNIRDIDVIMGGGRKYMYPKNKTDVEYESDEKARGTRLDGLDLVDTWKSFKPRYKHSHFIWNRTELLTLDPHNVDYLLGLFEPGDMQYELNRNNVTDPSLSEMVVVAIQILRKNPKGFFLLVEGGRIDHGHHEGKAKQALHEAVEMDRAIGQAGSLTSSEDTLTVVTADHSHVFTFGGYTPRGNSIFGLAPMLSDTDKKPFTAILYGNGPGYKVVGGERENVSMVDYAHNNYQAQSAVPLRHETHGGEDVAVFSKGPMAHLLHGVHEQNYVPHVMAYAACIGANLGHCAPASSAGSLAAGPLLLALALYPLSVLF
TNAP inh noacc: human TNAP enzyme inhibitors, primary screen, biochemical, luminescent, no phosphate acceptor, uHTS; Alkaline phosphatase, tissue-nonspecific isozyme (Homo sapiens), P05186; purified TNAP, CDP-star luminescence, 30 min; inhibition, % at 20 µM; 200,000 compounds, 0.26% hits;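 active = tissue-nonspecific alkaline phosphatase inhibition above about 50% at 20 µM in the single-dose screen, limit read from the data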;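 also: 0% = DMSO negative control and 100% = EDTA positive control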
Active calls of the source: *; . = not tested or not shown.

SMILES	Hsp70 activator	HMGR II inh	L major viab	S1P3 antagonist	PMI act	RAM network inh	DTT redox prof	PMI act hi M6P	TNAP inh hi DEA	TNAP inh noacc
COc1ccc(OC)c(NC(=O)[C@@H]2CCCN2C(=O)c2cccs2)c1	-0.4	-1	-6	3	1	-0.7	-0.3	1	-4	-6
CCOC(=O)c1nnc(-c2ccc(C)cc2)nc1Oc1ccc(Cl)cc1Cl	-0.2	0	-5	.	0.9	1.9	2.2	1	-3	-6
CC(C)CNS(=O)(=O)c1ccc(CC(C)C)cc1	0.0	-3	-3	-1	1.1	0.5	-1.0	1.1	-1	-16
COc1cccc(CN(C)C(=S)Nc2ccc(C)c(C)c2)c1	-0.4	-1	-5	-7	0.9	0.4	-0.9	0.9	0	-4
CCOc1ccc(OCC)c(S(=O)(=O)NCCOC23CC4CC(CC(C4)C2)C3)c1	-0.3	-2	78*	-25	0.9	7.6	-0.8	1	0	-10
CC(NS(=O)(=O)c1ccc2c(c1)OCCCO2)C(=O)O (stereo unspecified)	-0.4	7	-3	11	1.1	0.2	-0.3	1.2	-5	-7
CCOc1cc(NS(=O)(=O)c2ccc(NC(C)=O)cc2)c(OCC)cc1NC(=O)C(C)C	-0.2	5	-1	.	0.9	5.5	-0.6	0.9	-4	-10
COCCCn1c(=O)/c(=C\c2ccccc2OC(F)F)s/c1=C(/C#N)C(=O)N1CCOCC1	0.1	-1	13	-1	1	9.1*	-1.9	1	4	-7
O=C(Nc1ccccc1)C1CCCN1C(=O)NCc1ccccc1 (stereo unspecified)	-0.1	-7	7	-27	1	0.5	0.0	1	0	-4
COC(=O)c1sccc1NC(=O)c1cc(OC)c(OC)c(OC)c1	-0.3	-1	8	.	1	3.2	1.8	1	-8	-2
O=C(O)c1cnc(-c2ccccc2)nc1Sc1ccccc1	-0.1	1	-8	.	1.1	3.6	1.8	1.2	-2	-7
CCOC(=O)CN(C)C(=O)CCc1nnc(-c2ccsc2)o1	-0.4	-3	-3	3	0.9	0.1	0.0	1	-7	-8
Cc1ccc(S(=O)(=O)N(C)Cc2ccc(-c3nnco3)cc2)cc1	0.1	-17	-3	22	1	1.2	0.3	1	1	-7
C=CCN1C(=O)C(CC(=O)Nc2ccc(OC)cc2)SC1=Nc1ccc(S(N)(=O)=O)cc1 (stereo unspecified)	0.3	-6	-10	1	1	0.4	7.8	1.1	-3	-18
CCCCNC(=S)Nc1ccc2[nH]c(=O)[nH]c2c1	-0.2	-3	5	-3	0.9	-0.6	-0.2	0.7	0	-1
O=C(NC1CCCCC1)N1CCN(C2CCCCC2)CC1	-0.3	-4	68*	-8	0.9	0.5	-0.3	0.9	-6	-12
O=C(COC(=O)CCS(=O)(=O)c1ccc(Cl)cc1)NCCc1ccc(Cl)cc1Cl	-0.2	-3	-8	0	1.1	3.2	-0.4	1.1	0	-7
Cc1nnc(SCC(=O)N(C)CC(=O)Nc2ccc(F)cc2)n1Cc1ccccc1	0.2	-3	-5	-33	1.2	0.6	-1.8	1.2	3	-1
Cc1c(Cl)c(C(=O)N2CCCc3ccccc32)nn1C	-0.2	1	3	.	1	0.0	-3.5	1	-2	-10
CCn1c(=O)c2c3c(sc2n(C)c1=O)CCC3	-0.4	-8	0	-5	0.9	2.0	0.3	0.9	-6	-9
COc1cc(OC)cc(C(=O)N2CCC(N3CCN(c4ccccc4)CC3)CC2)c1	-0.3	0	-4	.	0.9	0.8	-3.2	0.9	-6	-12
CCCC(=O)Nc1cccc(NC(=O)c2ccc([N+](=O)[O-])cc2Cl)c1	0.0	-1	30	0	1	5.4	0.0	1.1	1	-5
COc1ccc([N+](=O)[O-])cc1COc1cc(C)cc2oc(=O)cc(-c3ccccc3)c12	0.2	-1	99*	.	1.1	2.0	0.0	0.4	-7	10
CCOC(=O)N1CCN(c2c(NC3CCN(Cc4ccccc4)CC3)c(=O)c2=O)CC1	-0.4	-5	-1	1	0.9	0.6	-2.7	0.9	-7	-10
CC(C)(C)Nc1nc(OCC#N)nc(N2CCCCC2)n1	-0.1	1	35	-7	1	0.6	0.0	1.1	-7	-8
O=C(CCc1nc(-c2ccccc2F)no1)NCCN1CCOCC1	-0.4	-5	-5	-6	1.2	1.4	0.1	1	-7	-16
O=C(NCCCn1ccnc1)C(=O)Nc1ccccc1	0.1	-2	-8	2	1	0.0	-0.4	1	-8	-1
Cc1cc(-c2nnco2)c(C)n1-c1ccccc1	-0.3	0	-5	11	1	0.7	-0.1	1.1	-4	1
CNC(=O)c1nc[nH]c1C(=O)NC	-0.1	-4	-4	.	0.9	0.0	0.0	0.9	0	-2
O=C(Nc1c(F)cc(F)cc1Br)c1cccnc1	0.0	1	-4	-10	0.9	1.7	3.4	1	-1	-10
Cc1cc(C(=O)NCc2cc(C)n(C)n2)sc1-c1ccccc1	-0.2	-3	3	11	0.9	0.3	0.4	1	-6	-14
CN(C)S(=O)(=O)N(CCN1CCOCC1)Cc1ccccc1F	0.0	-6	2	-29	1	0.8	0.0	1.1	-4	-12
Cc1c(O)cc2n(c1=O)-c1ccc(Cl)cc1C2(C)C	-0.3	0	21	.	1	1.5	1.8	1	-5	-13
CCOC(=O)CNC(=O)CSc1nc2ncc(Br)cc2[nH]1	0.3	-2	-2	-22	1	3.2	0.0	1.1	-4	33
CCOC(=O)CCCN1CC(O)=C(c2nc3ccccc3s2)C1=N	0.0	-2	17	5	0.9	2.4	-2.5	0.9	-2	-85
Cc1nc(N2CCN(C(=O)c3ccco3)CC2)c2c3c(sc2n1)CCC3	-0.4	1	29	.	1	2.2	0.2	1	-4	-12
Cc1cc(C)c(C(=O)OCCNC(=O)c2cccnc2)cc1C	-0.4	-6	1	.	1	0.3	0.5	1	-3	-5
CCN(CC)P(=O)(Nc1ccc([N+](=O)[O-])cc1)c1c(C)nn(CCC#N)c1NC(=O)c1ccc(Cl)cc1Cl (stereo unspecified)	-0.1	-2	2	-2	1.2	1.5	-2.2	1	1	-3
Cc1cccc(N2CN=c3s/c(=C\c4ccncc4)c(=O)n3C2)c1	-0.2	2	23	.	1	5.5	0.0	0.9	-6	-9
CC(c1ccccc1C(O)c1ccccc1)N(C)C (stereo unspecified)	0.0	-2	-2	.	1	0.0	-8.2	1.1	-3	-10
O=C(NNC(=O)c1cc(O)c(O)c(O)c1)NC1CCCCC1	-0.3	0	92*	.	0.5	1.1	-4.0	0.9	5	18
CCN1C(=O)S/C(=C\c2ccc(N3CCOCC3)cc2C)C1=O	0.3	-2	-1	.	0.9	3.3	-4.1	0.9	1	-4
CCOC(=O)c1oc2cccc(OCC(O)CNC(C)C)c2c1C (stereo unspecified)	-0.3	-6	101*	-12	0.9	0.5	-0.2	1.1	-6	-7
CC(=O)c1cccc(NC(=O)C(CC(C)C)NC(=O)C2CCCCC2)c1 (stereo unspecified)	-0.2	0	22	-3	1.1	-0.8	-0.3	1	-5	-6
CCn1c(CSc2nc(C)cc(C)n2)nnc1SCC(=O)Nc1cccc2ccccc12	-0.3	0	-3	.	0.9	3.0	0.2	0.9	-3	-6
Cc1noc(C)c1C(=O)N1CCC(CO)(Cc2ccccc2)CC1	0.3	-2	-2	-4	0.9	3.0	-0.3	0.9	-3	-10
COc1ccc(S(=O)(=O)N2c3cc(Cl)ccc3Oc3nc4ccccc4nc32)cc1	0.1	4	10	.	1.1	3.7	7.5	1.2	8	1
Cc1cc(=O)[nH]c(SCc2nc3ccccc3n2Cc2ccccc2)n1	-0.2	-2	1	14	1	1.2	1.1	1	0	-8

4 of the compounds above, bar-delimited.
mol | Hsp70 activator | HMGR II inh | L major viab | S1P3 antagonist | PMI act | RAM network inh | DTT redox prof | PMI act hi M6P | TNAP inh hi DEA | TNAP inh noacc
Cc1cc(C(=O)NCc2cc(C)n(C)n2)sc1-c1ccccc1 | -0.2 | -3 | 3 | 11 | 0.9 | 0.3 | 0.4 | 1 | -6 | -14
CC(NS(=O)(=O)c1ccc2c(c1)OCCCO2)C(=O)O (stereo unspecified) | -0.4 | 7 | -3 | 11 | 1.1 | 0.2 | -0.3 | 1.2 | -5 | -7
CCOC(=O)c1nnc(-c2ccc(C)cc2)nc1Oc1ccc(Cl)cc1Cl | -0.2 | 0 | -5 | . | 0.9 | 1.9 | 2.2 | 1 | -3 | -6
CCOC(=O)CN(C)C(=O)CCc1nnc(-c2ccsc2)o1 | -0.4 | -3 | -3 | 3 | 0.9 | 0.1 | 0.0 | 1 | -7 | -8

Carrying on:
SMILES	Hsp70 activator	HMGR II inh	L major viab	S1P3 antagonist	PMI act	RAM network inh	DTT redox prof	PMI act hi M6P	TNAP inh hi DEA	TNAP inh noacc
O=C(COc1ncnc2sccc12)Nc1ccc(F)cc1F	-0.3	-8	-1	3	1	3.0	-1.2	1	-7	-16
Cc1ccc2cc(N)ccc2n1	-0.5	-5	-4	-13	0.5	2.0	0.0	0.3	-3	-7
O=C(NCCO)C(=O)c1c(-c2ccccc2)cc2ccccn12	-0.3	-3	-13	9	1	2.1	-1.9	0.9	1	1
CCO[C@H]1OC(C(=O)N2CCN(C)CC2)=C[C@@H](C(C)(C)C)[C@@H]1CCCO	0.0	1	0	-11	0.9	1.0	-1.1	1	-1	-3
CS(=O)(=O)N1CCC(C(=O)Nc2cccc([N+](=O)[O-])c2)CC1	0.4	2	5	-31	0.9	3.0	-1.1	1	-1	-10
CN(C)CCNC(=S)NC1CCCCC1	-0.1	-4	-1	-1	0.9	-0.3	-0.1	1	-5	-8
Nc1n[nH]c(-c2ccc(F)cc2)n1	0.3	3	-4	-38	1.1	3.6	0.6	1.1	-3	28
CCn1nc(C)c(CNC(=O)Nc2ccc3c(c2)OCO3)c1C	0.1	2	-4	7	1	3.2	-0.9	0.9	0	-7
CCCC(=O)Nc1ccc(C(=O)Nc2nnc(COC)s2)cc1	-0.4	-3	0	-27	1.1	1.9	-0.3	1	-5	-14
Cc1nc2cc(NC(=O)NC3CC3)ccc2n1C	-0.3	-7	-6	-14	0.9	1.7	-0.7	1	-4	-4
CN(c1ccc(C(=O)NCc2cccnc2)cc1)S(C)(=O)=O	-0.2	1	-2	.	1	-0.3	1.2	1	-2	-4
Cc1ccc(C(=O)NCCCN2CCOCC2)o1	-0.3	-6	9	.	1.1	-1.0	2.2	1	-1	-11
Cc1nnc2ccc(N3CCN(C(=O)c4ccccc4)CC3)nn12	-0.3	-3	-1	-38	1.1	0.1	0.1	1	-10	12
CNC(=O)CN1C(=O)NC2(CCc3ccccc32)C1=O (stereo unspecified)	-0.4	-6	-5	.	1.1	1.8	0.0	1.1	-3	-8
